Bioassay records: PubChem, National Center for Advancing Translational Sciences (NCATS)
EPAC1 ag = qHTS for Agonist of cAMP-regulated guanine nucleotide exchange factor 3 (EPAC1): primary screen; EPAC1 agonist qHTS, biochemical assay; response scale: 100% = response to 6.5 mM cAMP; AID 720707, 2013; hit rate 0.073% among 360,000; Potency, µM (series often up to 154 µM), inactives show at the highest dose activation, usual class: activators; Rap guanine nucleotide exchange factor 3 (Homo sapiens), O95398; note: potency is the fitted concentration of half-maximal effect; nearly all actives have a fitted effect of over 60% in size
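EPAC1 100 nM, Rap1B–BODIPY-GDP 250 nM, unlabeled GDP 50 uM; compound titration; 5 min RT; kinetic read ex480/em540 at 5-min intervals ×30 min; data normalized to 6.5 mM cAMP agonist control.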
PLK1 PBD block = qHTS for Inhibitors of PLK1-PDB (polo-like kinase 1 - polo-box domain): Primary Screen; Potency, µM, without a hit: max response, negative = inhibition, actives largely listed as inhibitors; Serine/threonine-protein kinase PLK1 (Homo sapiens), P53350; hit rate 2.8% among 360,000; Plk1 PBD binding of FITC phosphopeptide, fluorescence polarization; AID 720504, 2013; note: potency is the fitted concentration of half-maximal effect; series mostly up to about 57 µM; % is set by controls: 0 for no effect and ±100 for the full control effect; nearly all actives have a fitted effect of over 65% in size
Target sequence (P53350 whole entry, looked up, the tested form may be a part): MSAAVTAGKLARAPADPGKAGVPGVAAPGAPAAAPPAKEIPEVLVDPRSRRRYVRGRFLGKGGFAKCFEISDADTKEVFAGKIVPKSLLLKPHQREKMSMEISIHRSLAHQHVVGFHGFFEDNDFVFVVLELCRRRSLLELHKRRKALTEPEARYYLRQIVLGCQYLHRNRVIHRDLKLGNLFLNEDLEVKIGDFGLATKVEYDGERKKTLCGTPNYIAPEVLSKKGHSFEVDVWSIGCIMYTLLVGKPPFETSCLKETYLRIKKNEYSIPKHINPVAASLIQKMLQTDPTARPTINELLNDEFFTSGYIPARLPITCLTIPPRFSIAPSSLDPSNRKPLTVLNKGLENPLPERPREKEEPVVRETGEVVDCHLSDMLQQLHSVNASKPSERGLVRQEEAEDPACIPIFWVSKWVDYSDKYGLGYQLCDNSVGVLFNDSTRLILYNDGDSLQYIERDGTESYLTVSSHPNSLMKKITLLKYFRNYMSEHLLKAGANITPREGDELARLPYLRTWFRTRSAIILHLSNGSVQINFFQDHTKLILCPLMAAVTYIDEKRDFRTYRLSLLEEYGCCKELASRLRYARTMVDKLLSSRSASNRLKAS
GLP1R ag = qHTS of GLP-1 Receptor Agonists; Glucagon-like peptide 1 receptor (Homo sapiens), P43220; HEK293 GLP-1R CRE-luciferase, luminescence, 4-6 h; cells express a hypersensitive GLP-1R form; Potency, µM (series often up to 45.6 µM), without a hit: at the highest dose activation, actives largely listed as activators; hit rate 0.007% among 380,000; note: potency is the fitted concentration of half-maximal effect; % of control where 0% means no effect
PI5P4K alpha inh = qHTS for Inhibitors of phosphatidylinositol 5-phosphate 4-kinase (PI5P4K) | max response, % | PI5P4Kalpha enzyme, ADP-Glo luminescence, 60 min; hits give low values | Phosphatidylinositol 5-phosphate 4-kinase type-2 alpha (Homo sapiens), P48426 | hit rate 1.2% among 330,000; active = max response of -50% or lower; inconclusive = between -30% and -50%; inactive = -30% or higher; note: value at the top dose of about 77 µM; % is set by controls: 0 for no effect and ±100 for the full control effect
Target sequence (P48426 whole entry, looked up): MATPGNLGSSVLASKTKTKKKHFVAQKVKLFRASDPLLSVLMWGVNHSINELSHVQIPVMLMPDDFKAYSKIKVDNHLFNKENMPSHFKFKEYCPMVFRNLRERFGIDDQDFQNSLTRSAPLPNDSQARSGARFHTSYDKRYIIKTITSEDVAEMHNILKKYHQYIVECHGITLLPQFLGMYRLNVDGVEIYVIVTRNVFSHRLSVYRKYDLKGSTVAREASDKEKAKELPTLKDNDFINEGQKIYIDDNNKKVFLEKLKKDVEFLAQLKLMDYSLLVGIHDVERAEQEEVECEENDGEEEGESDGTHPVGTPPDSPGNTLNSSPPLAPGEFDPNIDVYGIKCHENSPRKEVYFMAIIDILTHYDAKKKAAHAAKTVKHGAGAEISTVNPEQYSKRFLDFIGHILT
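Luminescence from ADP-Glo served as readout of PI5P4Kalpha activity in a qHTS format. Reaction: enzyme, substrate, compound, ATP at 5 microM final, 60 min at RT.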
PTHR1 ag = qHTS for PTHR1 Agonists: Primary Screen; HEK293 GP2 PTHR1 cells, GloSensor cAMP luminescence, 1 h; Potency, µM (titrated, usually from 115 µM), for the others: at the highest dose activation, most hits filed as activators; hit rate 0.075% among 410,000; Parathyroid hormone/parathyroid hormone-related peptide receptor (Homo sapiens), Q03431; AID 743266, 2014; note: potency is the fitted concentration of half-maximal effect; nearly all actives have a fitted effect of over 55% in size; some results filed as inactive show a strong effect at the top dose; inactives centre near -15; many of its hits are not listed in these tables
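HEK-293-derived GP2 cells expressing PTHR1 and a GloSensor cAMP reporter, 3,000/well, plated overnight, given luciferin plus IBMX (each 0.5 mM as added) for 1 h at 37 °C, then compound for 1 h at 37 °C. Luminescence was read after 15 min at room temperature.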
EPAC1 antag = qHTS for Antagonist of cAMP-regulated guanine nucleotide exchange factor 3 (EPAC1): primary screen; hit rate 0.14% among 360,000; EPAC1 GEF assay, Rap1b-BODIPY-GDP exchange fluorescence; Potency, µM (doses to about 115 µM), for the others: top-dose activity change, negative = inhibition, most hits filed as inhibitors;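 note: potency is the fitted concentration of half-maximal effect; plate controls were vehicle for no effect and positive control for full effect; nearly all actives have a fitted effect of over 50% in size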
GLP1R inv ag = qHTS of GLP-1 Receptor Inverse Agonists (Inhibition Mode) | Glucagon-like peptide 1 receptor (Homo sapiens), P43220 | HEK293 GLP-1R CRE-luciferase, luminescence, 24 h; GLP-1R form is constitutively active | Potency, µM (doses to about 38.3 µM), for inactives: at the top dose activity change, negative = inhibition, most hits filed as inhibitors | hit rate 1.6% among 410,000; note: potency is the fitted concentration of half-maximal effect; % is set by controls: 0 for no effect and ±100 for the full control effect; nearly all actives have a fitted effect of over 55% in size
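HEK293 cells stably co-expressing constitutively active GLP-1R and a cAMP-responsive luciferase reporter were seeded in DMEM with 10% Nu serum, given compounds after 12 h, and incubated 24 h at 37 deg C. Luminescence was then read.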
IL2 activator = qHTS of IL-2 Activators | AID 652025, 2013 | IL-2 activation reporter assay, cell-based qHTS; stimulated with anti-CD3/CD4/CD28 beads; in transgenic mouse T cells | activation, % (series mostly up to about 46 µM) | hit rate 0.065% among 360,000; in the data active = activation above about 50%; inconclusive = mostly about 30% to 49%; note: 0% is about no effect
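Unstimulated transgenic mouse T cells preincubated 60 min with compound, then stimulated with anti-CD3/anti-CD4-coated beads plus anti-CD28 for 18 h at 37 degrees C. IL-2 response read as EGFP and DsRed fluorescence by plate cytometry.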
GLP1R cytotox = qHTS of GLP-1 Receptor Inverse Agonists: Cytotox Screen | HEK293 cAMP-luciferase reporter cells, luminescence, 24 h | Potency, µM (highest dose often 38.3 µM), for the others: top-dose activity change, negative = inhibition, actives largely listed as inhibitors | hit rate 0.13% among 410,000 | AID 624418, 2012;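 note: loss of luciferase light is scored as toxicity; potency is the fitted concentration of half-maximal effect; % is set by controls: 0 for no effect and ±100 for the full control effect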
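Compound-treated cells are incubated 24 hr at 37 deg C under 5% CO2 after a 12 hour attachment period, then luciferase detection reagent is added and luminescence is measured following 12 min at room temperature; lowered signal indicates toxicity.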
The depositor's hits bear a star; i = inactive; ? = inconclusive; . = not tested or not shown; & = joins results of further samples; [ ] = remark or other dose. Unless noted, calls come from the whole dose curve; as a rule, active = well fitted curve in the direction sought with a large enough effect; inconclusive = small, poorly fitted or top-dose-only effect, or another doubt; inactive = no such curve, though single readings can be large; an effect the other way counts as inactive or inconclusive.

SMILES | EPAC1 ag | PLK1 PBD block | GLP1R ag | PI5P4K alpha inh | PTHR1 ag | EPAC1 antag | GLP1R inv ag | IL2 activator | GLP1R cytotox
Nn1c(SC/C=C/c2ccccc2)nnc1-c1ccncc1 | -2% | -11% | 7% | -6 | -7% | 6% | 1% | -0.8 | 14%[1.53 µM]
Cc1ccc2c(c1)N(CC(=O)N1CCCCC1)C(=O)C(C)O2 (configuration not stated) | -5% | 6% | 6% | 7 | i | 8% | 9% | 0.2 | -10%
COc1cc(C(=O)Nc2ccc3c(c2)C(=O)c2ccccc2C3=O)cc(OC)c1OC | -20% | 3% | 3% | -9 | -22% | 2% | 17% | 0.3 | 0%
O=C(NCc1ccncc1)C1CCN(S(=O)(=O)c2cc(Cl)ccc2Cl)CC1 | 11% | -8% | 16% | -2 | -7% | 1% | -28% | -0.2 | 4%
O=C(COC(=O)c1ccccc1-n1cnnn1)c1ccccc1 | -1% | -3% | 1% | 1 | -17% | -4% | 5% | -1.5 | 3%
O=C(c1cn(-c2ccccc2)nc1-c1ccc(F)cc1)N1CCOCC1 | -3% | -1% | 1% | . | i | -13% | -4% | 0.1 | 0%
CCC(C)Nc1nnc(SCC(=O)c2c(N)n(C3CC3)c(=O)[nH]c2=O)s1 (configuration not stated) | 5% | -13% | 1% | -2 | i | ? | -9% | 1.0 | -7%
CCc1ccc(S(=O)(=O)N(C(=O)c2ccncc2)c2ccc(OC(=O)c3ccncc3)cc2)cc1 | 9% | -16% | -1% | 1 | i | -3% | -24% | -0.5 | -21%
CSc1nc2ccc(NC(=O)C3CC(=O)N(Cc4ccccc4)C3)cc2s1 (configuration not stated) | 6% | ? | 9% | -2 | 1%[57.5 µM] | 2% | -7% | -0.1 | 63%[activator]
COc1ccc(/C=C2/C(=O)N(c3ccccc3)N=C2C)cc1OC | 10% | 3µM* | -5% | -1 | -10% | -21% | 6% | -0.4 | -5%
COC(=O)c1[nH]c2ccccc2c1NC(=O)CN1CCN(C(=O)c2ccco2)CC1 | -2% | -3% | 1% | -7 | -19%[57.5 µM] | -7% | 1% | 0.4 | -18%
Cc1ccc(-c2nn(-c3ccccc3)cc2/C=C/C(=O)Nc2nccs2)cc1 | 5% | -7% | -8% | 3 | -9% | -12% | 0% | -1.9 | -3%
Cc1ccc(S(=O)(=O)/C(C#N)=C/c2c[nH]c3ccccc23)cc1 | 23% | 4% | -2% | . | i | -14% | -7% | 0.8 | 0%
COc1ccc(-c2[nH]c(-c3ccccc3)nc2SCC(=O)Nc2nccs2)cc1 | 0% | -4% | 9% | -5 | i | ? | ? | -0.3 | -17%
CCCCNc1nc2ccccc2n1CC(=O)N1CCc2ccccc2C1 | -1% | -1% | 0% | . | -2%[57.5 µM] | -4% | -24% | -0.8 | -30%
CN1C(N)=NC(=O)/C1=C/c1ccc(OC(F)(F)F)cc1 | 4% | 7% | 0% | 2 | -1% | 0% | -14% | 2.5 | -7%
O=C(NCc1ccccc1)c1ccccc1NC(=O)C1CCCCC1 | 6% | -3% | -2% | 0 | -13% | -4% | ? | 0.3 | 9%
Cc1nn(C(C)C(=O)NCc2ccccc2)c(C)c1[N+](=O)[O-] (configuration not stated) | -4% | -12% | -5% | . | i | 18% | 0% | -1.1 | -11%
CCN(C(=O)COC(=O)CCOc1ccccc1)c1c(N)n(Cc2ccccc2)c(=O)[nH]c1=O | 10% | -1% | -2% | -2 | i | 4% | 5% | 0.6 | -2%
CCC(C)(C)NC(=O)c1ccc(S(=O)(=O)N2CCCCCC2)cc1 | -2% | ? | 7% | -1 | i | 3% | ? | -2.2 | 23%

A second format for 3 compounds above:
SMILES,EPAC1 ag,PLK1 PBD block,GLP1R ag,PI5P4K alpha inh,PTHR1 ag,EPAC1 antag,GLP1R inv ag,IL2 activator,GLP1R cytotox
COc1ccc(-c2[nH]c(-c3ccccc3)nc2SCC(=O)Nc2nccs2)cc1,0%,-4%,9%,-5,i,?,?,-0.3,-17%
CCCCNc1nc2ccccc2n1CC(=O)N1CCc2ccccc2C1,-1%,-1%,0%,.,-2%[57.5 µM],-4%,-24%,-0.8,-30%
CN1C(N)=NC(=O)/C1=C/c1ccc(OC(F)(F)F)cc1,4%,7%,0%,2,-1%,0%,-14%,2.5,-7%

Going on with the list:
SMILES | EPAC1 ag | PLK1 PBD block | GLP1R ag | PI5P4K alpha inh | PTHR1 ag | EPAC1 antag | GLP1R inv ag | IL2 activator | GLP1R cytotox
COc1ccc2nc(NC(=O)c3ccccc3[N+](=O)[O-])sc2c1 | 11% | -14% | -1% | -5 | -1% | -3% | 10% | 0.0 | -1%
CCOc1cc2c3c(c1)C1(C(=O)N3C(C)(C)C=C2C)C(C#N)=C(N)Oc2cc(O)ccc21 (configuration not stated) | 16% | 1% | -7% | . | ? | ? | -11% | 0.4 | ?
Cc1ccc(C(=O)Nc2ccc3nc(C)sc3c2)o1 | 8% | -13% | -7% | -12 | -19% | -4% | 8% | -1.1 | 3%
C#CCNC(=O)C1=C[C@H](c2ccc(Br)cc2)C[C@H](OCc2ccc(CO)cc2)O1 | -3% | -10% | 8% | -2 | -18% | -24% | -10% | -0.1 | -5%
CCN1CCN(S(=O)(=O)c2ccc(Cl)c(C(=O)N(C)Cc3ccco3)c2)CC1 | -5% | -1% | -7% | 0 | -10% | 10% | 4% | -2.2 | 11%
CCCC(=O)Nc1sc2c(c1C(=O)OC)C(C(=O)OC)CC2 (configuration not stated) | 0% | -2% | 6% | 2 | -3%[57.5 µM] | -16% | ? | 1.2 | -7%
COc1ccc(Cl)cc1C(=O)NNC(=O)COC(=O)CCN=C1NS(=O)(=O)c2ccccc21 | -1% | -1% | -9% | -6 | -8% | 10% | 3% | -1.1 | 16%
COc1ccccc1NNC(=O)c1cccnc1Oc1ccccc1 | 7% | -4% | 22% | 2 | i | 15% | ? | 25 | -3%
C[C@@H](CN1CCC(Cc2ccccc2)CC1)[C@@H](O)c1ccc(O)cc1 | -8% | -7% | -3% | -9 | -6% | 5% | ? | -0.1 | 1%
O=C(COC(=O)c1nc(Cl)ccc1Cl)Nc1ccc(Cl)cn1 | -6% | -8% | -5% | -16 | -3% | 17% | 8% | -0.1 | 3%
Cc1ccc(NC(=O)C(CC(=O)O)C2CCCO2)c(C)c1 (configuration not stated) | 9% | -10% | 0% | 0 | i | 8% | 5% | 0.8 | -3%
O=C(CCCN1C(=O)/C(=C/c2ccco2)SC1=S)Nc1cccc(C(=O)O)c1 | 8% | -27% | 1% | -60* | i | -24% | 1% | -2.6 | -5%
COC(=O)c1ccc(COC(=O)C(NC(=O)Cc2ccccc2)C(C)C)cc1 (configuration not stated) | -4% | -4% | 6% | 6 | -22% | -15% | ? | -2.4 | -7%
Cc1cc(C)nc(SCc2csc(N)n2)n1 | 8% | -19% | -1% | 0 | i | 6% | 43%[activator] | 3.3 | -1%
CCOC(=O)C1(C)CCN1C(=O)c1ccc(N(C)C)cc1 (configuration not stated) | -3% | 1% | -8% | -1 | i | 4% | 13% | 0.2 | -2%
CCN(CC)CCOc1cccc(C(C)C)c1 | 8% | -4% | 2% | 8 | i | 0% | -3% | -0.3 | ?
COc1ccc(OC)c(NC(=O)c2oc3c(c2C)C(O)CC(C)(C)C3)c1 (configuration not stated) | 0% | 3% | 27% | -1 | -81%[inhibitor] | -3% | ? | -1.8 | -9%
Cc1ccccc1Nc1c(-c2ccc(N3CCOCC3)cc2)nc2ncccn12 | -5% | 1% | 13% | 0 | i | -4% | -10%&-15% | 1.3 | 30%&38%
O=C(CCC(=O)N1CCN(c2ccc(C(F)(F)F)cn2)CC1)c1cccs1 | -8% | 0% | -3% | 2 | -85%[inhibitor] | ? | -23% | -0.8 | 6%
Cc1cc(C)cc(NC(=O)C(OC(=O)c2cc[n+]([O-])cc2)c2ccccc2)c1 (configuration not stated) | 1% | 2% | -2% | 6 | -36%[inhibitor] | -4% | -7% | 0.7 | 2%
COc1ccccc1CCNC(=O)Cn1c(=O)oc2ccccc21 | 4% | -12% | 1% | -4 | i | ? | -22% | 0.8 | -12%
CCCC1NC(C(=O)O)Cc2c1[nH]c1ccccc21 (configuration not stated) | 5% | 19µM* | -3% | -8 | i | 6% | 2% | 1.3 | 9%
CC(=O)NC(c1ccc(N(C)C)cc1)c1cc(Cl)c2cccnc2c1O (configuration not stated) | -1% | -4% | -1% | -23 | 0% | 3% | ? | -3.2 | ?
Cc1ccc(Cl)cc1-c1cc(C(=O)Nc2ccc(F)cc2)[nH]n1 | ? | -9% | 0% | -1 | -38%[inhibitor] | -20% | ? | -0.4 | -13%
Cc1ccccc1NC(=S)N1CCC(C(=O)c2ccc(F)cc2)CC1 | 9% | 0% | -6% | . | -4%[57.5 µM] | -5% | 0% | -1.9 | -8%
COc1cccc(C2C3CN(C)CC=C3C(C#N)=C(N)C2(C#N)C#N)c1OC (configuration not stated) | 24% | ? | -3% | 1 | -2% | -11% | -36% | 1.4 | 27%
COc1ccc(S(=O)(=O)Cc2ccc(C(=O)N3CCc4ccccc4C3)o2)cc1 | -15% | -5% | 6% | -26 | -67% | -2% | -8% | -2.0 | -2%

These rows are one share of the data; the hit share may differ from the screen's.
